PI5P4Ka inh: PI5P4K alpha (human) kinase inhibition; P48426; PI5P4Kalpha enzyme, ADP-Glo luminescence, 60 min; hits give low values; max response, %; 330,000 tested, 1.2% active; active = max response of -50% or lower; inconclusive = between -30% and -50%; inactive = -30% or higher; also: value at the top dose of about 77 µM; % is scaled to controls: 0 for no effect and ±100 for the full control effect
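qHTS, 1536-well: enzyme/substrate mix, compound by pin tool, 5 microM ATP final; RT 60 min; ADP-Glo reagents 1 (45 min) then 2 (30 min); luminescence.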
IL-2 act: activates IL-2 in a cell-based reporter assay; IL-2 activation reporter assay, cell-based qHTS; stimulated with anti-CD3/CD4/CD28 beads; in transgenic mouse T cells; activation, % (series mostly up to about 46 µM); 360,000 tested, 0.065% active; AID 652025; in the data active = activation above about 50%; inconclusive = mostly about 30% to 49%; also: 0% is about no effect
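Using fluorescent plate cytometry, EGFP and DsRed are detected in transgenic mouse T cells stimulated 18 h at 37 degrees C with antibody-coated beads after 60 min compound pretreatment.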
EPAC1 antag: EPAC1 (human) antagonism; 360,000 tested, 0.14% active; EPAC1 GEF assay, Rap1b-BODIPY-GDP exchange fluorescence; O95398; Potency, µM (top dose mostly 115 µM), for the others: at the top dose activity change, negative = inhibition, hits mostly inhibitors;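 also: potency is read from the fitted curve at half-maximal effect; plate controls were vehicle for no effect and positive control for full effect; nearly all actives have a fitted effect of over 50% in size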
EPAC2 ag: EPAC2 (human) agonism; Q8WZA2; EPAC2 activation, biochemical qHTS; response scale: 100% = 6.5 mM cAMP response; Potency, µM (series often up to 154 µM), for the others: at the top dose activation, hits mostly activators; 360,000 tested, 0.079% active; AID 720711; also: potency is read from the fitted curve at half-maximal effect; nearly all actives have a fitted effect of over 50% in size
Target sequence (Q8WZA2 whole entry, looked up): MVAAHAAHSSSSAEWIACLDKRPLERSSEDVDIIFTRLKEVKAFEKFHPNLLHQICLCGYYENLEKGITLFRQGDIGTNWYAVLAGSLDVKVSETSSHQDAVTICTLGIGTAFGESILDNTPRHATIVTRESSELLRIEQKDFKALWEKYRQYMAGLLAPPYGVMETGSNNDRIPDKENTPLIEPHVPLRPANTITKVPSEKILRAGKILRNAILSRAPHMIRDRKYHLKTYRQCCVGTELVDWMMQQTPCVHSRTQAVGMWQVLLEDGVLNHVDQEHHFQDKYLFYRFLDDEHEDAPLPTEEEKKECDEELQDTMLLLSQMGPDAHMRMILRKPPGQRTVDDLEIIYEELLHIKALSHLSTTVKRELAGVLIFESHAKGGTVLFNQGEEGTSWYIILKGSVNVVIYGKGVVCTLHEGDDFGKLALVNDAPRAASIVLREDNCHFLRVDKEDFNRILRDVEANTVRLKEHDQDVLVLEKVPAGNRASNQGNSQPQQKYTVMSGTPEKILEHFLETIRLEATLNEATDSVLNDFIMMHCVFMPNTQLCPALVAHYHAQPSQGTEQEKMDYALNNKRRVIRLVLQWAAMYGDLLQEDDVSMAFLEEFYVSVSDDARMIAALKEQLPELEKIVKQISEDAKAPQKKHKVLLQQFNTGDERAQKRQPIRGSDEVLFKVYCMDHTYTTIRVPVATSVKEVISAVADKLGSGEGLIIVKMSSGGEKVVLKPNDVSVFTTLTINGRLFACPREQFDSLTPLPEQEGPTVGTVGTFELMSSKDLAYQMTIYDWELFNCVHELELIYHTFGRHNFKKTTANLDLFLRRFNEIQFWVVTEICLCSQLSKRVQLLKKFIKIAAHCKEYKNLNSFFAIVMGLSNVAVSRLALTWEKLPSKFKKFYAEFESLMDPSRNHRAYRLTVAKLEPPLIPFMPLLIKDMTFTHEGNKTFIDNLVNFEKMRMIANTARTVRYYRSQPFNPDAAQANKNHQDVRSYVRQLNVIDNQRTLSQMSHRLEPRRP
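EPAC2 (100 nM) mixed with Rap1B loaded with BODIPY-GDP (250 nM) plus 50 uM unlabeled GDP; compounds pinned in, 5 min RT, then read every 5 min for 30 min (ex 480, em 540 nm). Normalized to cAMP control.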
CCT chaperon mod: modulators of cytosolic chaperonin (CCT/TRiC) activity; purified chaperonin ATPase assay, HTRF ADP detection, 30 min; activity change, % (no concentration beside the values), hits read low; 360,000 tested, 0.3% active; AID 651819; in the data active = activity change below about -30%; also: % is scaled to controls: 0 for no effect and ±100 for the full control effect
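We incubate TRiC, 40 or 20 nM final, with library compounds at 76 uM and 10 uM ATP for 30 min at 37 °C. ADP formed is detected with Transcreener HTRF reagents after 30 min at room temperature.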
WRN helicase inh: inhibitors of human WRN helicase; Q14191; WRN helicase unwinding, fluorescent forked duplex, kinetic; Potency, µM (top dose mostly 114 µM), for the others: top-dose activity change, negative = inhibition, hits mostly inhibitors; 360,000 tested, 0.46% active; AID 651768; also: potency is read from the fitted curve at half-maximal effect; % is scaled to controls: 0 for no effect and ±100 for the full control effect; nearly all actives have a fitted effect of over 55% in size
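Screening of the MLSMR collection measured strand separation of a quenched forked DNA duplex (100 nM) by 20 nM WRN with 2 mM ATP, all final. Compounds were preincubated with enzyme 15 min at room temperature.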
PLK1 PBD block: inhibitors of human PLK1 polo-box domain binding | P53350 | Plk1 PBD binding of FITC phosphopeptide, fluorescence polarization | Potency, µM, for inactives: max response, negative = inhibition, usual class: inhibitors | 360,000 tested, 2.8% active; also: potency is read from the fitted curve at half-maximal effect; series mostly up to about 57 µM; % is scaled to controls: 0 for no effect and ±100 for the full control effect; nearly all actives have a fitted effect of over 65% in size
EPAC1 ag: activates human EPAC1 exchange factor. Potency, µM (doses to about 154 µM), without a hit: top-dose activation, most hits filed as activators. 360,000 tested, 0.073% active. O95398. EPAC1 agonist qHTS, biochemical assay; response scale: 100% = response to 6.5 mM cAMP. AID 720707; also: potency is read from the fitted curve at half-maximal effect; nearly all actives have a fitted effect of over 60% in size
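Read-out is the fluorescence drop as BODIPY-GDP leaves Rap1B (480 nm excitation, 540 nm emission), recorded every 5 minutes over 30 minutes. Reactions held 100 nM EPAC1, 250 nM Rap1B–BODIPY-GDP and 50 uM GDP, with 6.5 mM cAMP setting full activation.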
An asterisk follows results filed as active; ? = inconclusive; . = no result given; [ ] = remark or other dose. Unless noted, calls follow the shape of the dose curve; as a rule, active = well fitted curve in the direction sought with a large enough effect; inconclusive = small, poorly fitted or top-dose-only effect, or another doubt; inactive = no such curve, though single readings can be large; an effect the other way counts as inactive or inconclusive.

SMILES | PI5P4Ka inh | IL-2 act | EPAC1 antag | EPAC2 ag | CCT chaperon mod | WRN helicase inh | PLK1 PBD block | EPAC1 ag
C=CCOc1ccccc1CN1CCC(n2nccc2NC(=O)C2CCOC2)CC1 (configuration not stated) | -1 | -4.0 | 14% | 1% | -4.9 | -30% | -7% | -1%
O=C(CSc1nnnn1-c1ccccc1)NCCCN1CCCC1=O | -1 | -0.8 | -20% | 6% | -1.5 | -7% | -11% | 3%
COc1ccc(C(=O)O/N=C(\N)c2ccncc2)cc1OC | 23 | -0.3 | -10% | 2% | 0.9 | 2% | 6% | -2%
Cc1nc(SCc2nc3ccccc3[nH]2)c2oc3ccc(Br)cc3c2n1 | . | 0.2 | -5% | 2% | . | . | . | 8%
CCOc1cc2[nH]c(=S)n(Cc3ccc(C(=O)N4CCN(C)CC4)cc3)c(=O)c2cc1OCC | -6 | -4.2 | 10% | -7% | -2.6 | 5% | -5% | -3%
CCCN1CCC(NC(=O)C2CC=CCC2C(=O)O)CC1 (configuration not stated) | -6 | -0.2 | 8% | 0% | -0.4 | 10% | 3% | -11%
CC(=O)Nc1ccc2c(c1)-c1ccc(F)cc1C2=O | 22 | -1.8 | 5% | -2% | -1.6 | -12% | -4% | 7%
CCCc1cc(=O)[nH]c(SCC(=O)Nc2cc(S(=O)(=O)N3CCCCC3)ccc2Cl)n1 | -7 | -0.1 | -3% | -2% | -1.9 | ? | -4% | 5%
CC(=O)N1CCN(c2ccccc2NC(=O)COc2cc(C)ccc2C(C)C)CC1 | -5 | -1.7 | -14% | 0% | 0.2 | -7% | -7% | 3%
CC(C)CN1CCN(Cc2ccc(C#CC(C)(C)O)cc2)CC1CCO (configuration not stated) | -3 | 1.2 | -6% | -4% | -0.1 | 9% | 0% | -1%

Some of these compounds in order of SMILES length, descending:
SMILES | PI5P4Ka inh | IL-2 act | EPAC1 antag | EPAC2 ag | CCT chaperon mod | WRN helicase inh | PLK1 PBD block | EPAC1 ag
CC(=O)N1CCN(c2ccccc2NC(=O)COc2cc(C)ccc2C(C)C)CC1 | -5 | -1.7 | -14% | 0% | 0.2 | -7% | -7% | 3%
C=CCOc1ccccc1CN1CCC(n2nccc2NC(=O)C2CCOC2)CC1 (configuration not stated) | -1 | -4.0 | 14% | 1% | -4.9 | -30% | -7% | -1%
CC(C)CN1CCN(Cc2ccc(C#CC(C)(C)O)cc2)CC1CCO (configuration not stated) | -3 | 1.2 | -6% | -4% | -0.1 | 9% | 0% | -1%

Further compounds.
SMILES | PI5P4Ka inh | IL-2 act | EPAC1 antag | EPAC2 ag | CCT chaperon mod | WRN helicase inh | PLK1 PBD block | EPAC1 ag
CCC1=C(OC(=O)N(CC)CC)N2C(=O)OC(=NCC3CC3)[C@]2(Cc2ccccc2)[C@H]2C1=CC[C@H]1C(=O)N(c3ccccc3)C(=O)[C@H]12 | 2 | -0.7 | -21% | 7% | -0.1 | -3% | -3% | -3%
COc1ccc(/C=C(/NC(=O)c2ccccc2)C(=O)N2CCCCC2)cc1 | 4 | 0.1 | -3% | 9% | -1.4 | -8% | -11% | 3%
Cc1ccc2c(Cl)cc(Cl)c(OCC(=O)NC(C)(C)C)c2n1 | 4 | 0.0 | -10% | 17% | -2.8 | 2% | -12% | -10%
CC(C)[C@H](NC(=O)c1ccco1)C(=O)Nc1ccc(N2CCCCCC2)cc1 | -13 | 3.7 | 9% | -3% | 0.7 | -5% | 7% | 11%
CC1CC(=O)N(CCc2ccccc2)C(=O)C1 | -4 | 0.4 | -21% | 7% | -1.4 | -2% | -3% | 9%
c1ccc(C2CC(c3ccccc3)C(c3ccccc3)N2)cc1 (configuration not stated) | 10 | -0.9 | 4% | 9% | 1.2 | -18% | -3% | 11%
Cc1cc(=O)[nH]c(-c2ccc(C(F)(F)F)cc2)n1 | 5 | 0.4 | -3% | 10% | -10 | -4% | 3% | 6%
COc1ccccc1OCCn1cc(C(=O)O)c2ccccc21 | 3 | 0.4 | -16% | 5% | 1.0 | -17% | -5% | -8%
COc1ccc2oc(=O)c(C(=O)N3CCc4ccccc43)cc2c1 | 4 | -1.9 | -2% | -9% | -0.5 | -12% | -5% | 4%
CC(=O)Oc1ccc(Cl)cc1/C=C/c1ccc2ccccc2n1 | 13 | -4.8 | -21% | 5% | 4.4 | -10% | -13% | 3%
CC(=O)C[C@H]1SC[C@@H](C(C)C)N1S(=O)(=O)c1ccc(C)cc1 | 0 | -0.6 | -19% | 6% | . | -9% | -4% | 4%
O=C(C1CCC(=O)N(C2CC2)C1)N1CCC(Oc2cccc(F)c2)CC1 (configuration not stated) | -25 | -3.3 | -16% | 8% | -3.4 | 1% | -23% | 4%
CCCn1c(SCC(=O)Nc2ccc(Cl)cn2)nnc1C1CC1 | -9 | 0.7 | -23% | -1% | -0.1 | 4% | -1% | -4%
CN1CCCN(C(=O)c2ccc(Br)s2)CC1 | -1 | -1.7 | 22% | 5% | 1.4 | 12% | -3% | 0%
Cc1nc(SCC(=O)NC2CCCC2)c2c(C)c(C)sc2n1 | 6 | -0.3 | -2% | 6% | 0.4 | -3%[57.1 µM] | 2% | -4%
O=S(=O)(NCc1cc(-c2ccc(Cl)cc2)no1)c1ccc(Cl)cc1 | 8 | -3.4 | -8% | -1% | -1.7 | -1% | -4% | 6%
COc1cccc2cc(C(C)OC(=O)Nc3ccc(C)cc3)oc12 (configuration not stated) | 1 | -3.4 | -20% | 17% | 0.0 | -4% | -8% | 1%
CC(Sc1ncnc2ccccc12)C(=O)Nc1ccc2c(c1)OCCO2 (configuration not stated) | 12 | -0.7 | ? | 12% | -2.9 | -30% | 1% | -2%
CC(C)(C)SCCSC1=CC(=O)CC(c2ccccc2)C1 (configuration not stated) | 14 | -5.9 | -10% | 0% | -0.4 | -2% | 1% | 0%
Cc1cc(N2CCN(C(=O)c3cccs3)CC2)c(F)cc1[N+](=O)[O-] | -6 | -0.4 | 12% | 6% | -5.1 | -2% | -1% | 9%

Grouped by structure, the entries above containing two or more sulfur atoms
SMILES | PI5P4Ka inh | IL-2 act | EPAC1 antag | EPAC2 ag | CCT chaperon mod | WRN helicase inh | PLK1 PBD block | EPAC1 ag
CCCc1cc(=O)[nH]c(SCC(=O)Nc2cc(S(=O)(=O)N3CCCCC3)ccc2Cl)n1 | -7 | -0.1 | -3% | -2% | -1.9 | ? | -4% | 5%
CC(=O)C[C@H]1SC[C@@H](C(C)C)N1S(=O)(=O)c1ccc(C)cc1 | 0 | -0.6 | -19% | 6% | . | -9% | -4% | 4%
Cc1nc(SCC(=O)NC2CCCC2)c2c(C)c(C)sc2n1 | 6 | -0.3 | -2% | 6% | 0.4 | -3%[57.1 µM] | 2% | -4%
CC(C)(C)SCCSC1=CC(=O)CC(c2ccccc2)C1 (configuration not stated) | 14 | -5.9 | -10% | 0% | -0.4 | -2% | 1% | 0%

Next part:
SMILES | PI5P4Ka inh | IL-2 act | EPAC1 antag | EPAC2 ag | CCT chaperon mod | WRN helicase inh | PLK1 PBD block | EPAC1 ag
COC(=O)c1cccc(NCN2C(=O)c3ccccc3C2=O)c1 | -29 | -1.2 | -6% | 0% | -1.0 | 5% | -15% | -11%
Cc1ccccc1OCC(=O)Nc1ccc(N2CCN(C(=O)C(C)C)CC2)c(Cl)c1 | 2 | -4.3 | 7% | 10% | -0.8 | -4% | -2% | 10%
Cc1ccc(NC(=O)CSc2n[nH]c(-c3ccco3)n2)c(C)c1 | 5 | -0.1 | -17% | 18% | -1.2 | -5% | -12% | 1%
O=C(Nc1ccccc1)N(Cc1ccc(Cl)cc1)CC(O)C(F)(F)F (configuration not stated) | 0 | -0.7 | -19% | -3% | -4.0 | -1% | 0% | 4%
COCCN(C(=O)Nc1ccc(OC)cc1OC)C1CCN(C(C)C)CC1 | . | -1.8 | -12% | 11% | 0.3 | 84%[activator] | -11% | 9%
N=c1sccn1CC(=O)Nc1cccc2ccccc12 | -8 | -0.2 | 7% | 11% | -122* | 8% | 3% | 7%
COc1cc(CN2CCC(n3nccc3NC(=O)CCCc3ccccc3)CC2)ccc1O | -5 | -4.4 | 1% | -3% | -2.0 | 9% | -13% | -7%
CCOC(=O)C(Cc1ccc(O)cc1)NC(=O)c1cc2c(cn1)[nH]c1ccccc12 (configuration not stated) | -3 | 0.3 | -6% | 21% | -1.2 | -1% | -14% | 7%
CCc1c(C)sc2nc(SCC(=O)Nc3cc(C)on3)n(CCOC)c(=O)c12 | -6 | -0.2 | 5% | -13% | -1.2 | 14% | -6% | 6%
Nc1nc(C2CCCCC2)cs1 | . | -1.9 | -3% | 8% | -2.2 | -6% | -7% | 4%
OCC(O)/C=N/Nc1nc(N2CCCCC2)nc(N2CCCCC2)n1 (configuration not stated) | 2 | -2.0 | 11% | 11% | -0.8 | 5% | -10% | 2%
C=C1CCC[C@]2(C)C[C@H]3OC(=O)C(CNC(C)(CO)CO)[C@H]3CC12 (some centres not stated) | 0 | -0.4 | -28% | 7% | -0.7 | -3%[57.1 µM] | -7% | 2%
Cc1cc(OCC(=O)NCc2cccnc2)c2c(C)c(Cc3ccccc3)c(=O)oc2c1 | 3 | -1.3 | -21% | 9% | 0.0 | -1% | -5% | 15%
CC(C)[C@H](N)c1nnc2n1N=C(c1ccc(Cl)cc1)CS2 | -3 | -1.9 | -5% | 7% | -1.6 | -5% | 4% | -5%
O=C(CCC(=O)OCCOc1ccccc1)OCCOc1ccccc1 | -1 | 1.1 | 9% | 9% | 0.0 | 1% | -3% | -9%
CC(C)CC(=O)N1CCC(N(CCc2ccccc2)Cc2ccccc2)CC1 | 2 | 0.4 | -12% | 13% | 0.6 | -3% | -5% | 3%
O=C(NCCN1C(=O)CCC1=O)c1ccncc1 | 2 | 0.2 | 0% | 10% | 1.8 | -13% | -3% | 2%
O=C(COc1ccc2ccccc2c1)Nc1ccncc1 | 0 | -4.0 | -16% | 6% | -6.7 | 5% | -3% | -6%
Cc1ccc(NCC(=O)NNC2=NCCC2)c(C)c1 | 6 | -0.6 | 3% | 11% | -1.3 | 2% | -16% | 4%
COc1cccc(CNC(=O)C(C)n2ccc3cc(S(=O)(=O)N4CCCC4)ccc32)c1 (configuration not stated) | -3 | -4.1 | -9% | 7% | 2.1 | -4% | -1% | 17%
CCCCCN1C(=O)Cn2c(nc3ccccc3c2=O)C1C (configuration not stated) | 2 | -3.7 | 8% | -13% | 0.2 | 9% | -5% | -8%

Screens from PubChem.

This is a subset; count on the stated rates, not on these rows.
